Source: PubChem BioAssay
PRMT1 inh: inhibitors of human PRMT1; AID 652257; recombinant PRMT1, activity-based probe fluorescence polarization; inhibition, % at 2.79 µM; Q99873; 370,000 compounds, 1.3% hits;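 active = inhibition above about 21% made by adding two undisclosed values, limit read from the data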
Tn6 DDE FP: disrupts Tn6 cyclic peptide binding to fibrin D-Dimer-E complex | P02675 | Fibrin DD(E) TRITC-Tn6 fluorescence polarization displacement | inhibition, % at 8.3 µM | 370,000 compounds, 0.21% hits | AID 720509;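 active = inhibition above a per-campaign cutoff: mean of compounds within control limits plus 3 SD, cut at about 15% in these data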;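 also: 0% = median of all compound wells on the plate and 100% = blocking peptide control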
Target sequence (P02675 whole entry, looked up): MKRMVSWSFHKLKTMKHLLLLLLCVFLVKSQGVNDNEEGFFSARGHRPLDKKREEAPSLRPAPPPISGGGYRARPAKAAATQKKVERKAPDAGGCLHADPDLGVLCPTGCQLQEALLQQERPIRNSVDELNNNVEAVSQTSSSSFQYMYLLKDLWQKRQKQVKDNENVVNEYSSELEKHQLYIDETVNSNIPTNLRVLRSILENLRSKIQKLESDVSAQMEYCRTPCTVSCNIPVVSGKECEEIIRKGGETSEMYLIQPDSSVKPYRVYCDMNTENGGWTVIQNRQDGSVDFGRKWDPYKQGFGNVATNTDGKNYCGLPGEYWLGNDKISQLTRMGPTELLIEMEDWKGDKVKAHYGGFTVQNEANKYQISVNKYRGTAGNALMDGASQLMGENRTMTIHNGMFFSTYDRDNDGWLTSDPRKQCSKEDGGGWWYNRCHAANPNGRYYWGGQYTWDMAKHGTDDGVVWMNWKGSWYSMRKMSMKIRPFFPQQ
TDP2 absorb: TDP2 (human) inhibition, absorbance primary screen; AID 720702; recombinant TDP2, T5PNP hydrolysis, p-nitrophenol absorbance 415 nm; O95551; 370,000 compounds, 0.34% hits; inhibition, % at 12.8 µM;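 active = inhibition above the mean of all tested compounds plus 3 SD, set per campaign, cut at about 25% in these data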;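 also: 0% = DMSO with enzyme and 100% = buffer with substrate but no TDP2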
Target sequence (O95551 whole entry, looked up): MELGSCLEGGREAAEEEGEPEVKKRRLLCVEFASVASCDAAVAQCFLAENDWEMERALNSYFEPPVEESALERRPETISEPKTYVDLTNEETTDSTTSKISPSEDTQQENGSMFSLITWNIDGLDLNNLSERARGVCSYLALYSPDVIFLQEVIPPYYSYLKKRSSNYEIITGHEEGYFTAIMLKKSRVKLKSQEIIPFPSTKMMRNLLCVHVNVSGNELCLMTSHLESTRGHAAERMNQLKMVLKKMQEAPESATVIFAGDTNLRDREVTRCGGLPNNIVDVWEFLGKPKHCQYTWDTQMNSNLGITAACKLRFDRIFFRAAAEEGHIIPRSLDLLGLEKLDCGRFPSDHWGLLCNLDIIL
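Material: recombinant human TDP2; quantity: TDP2 enzyme at 120 nM final; medium: Tris-HCl pH 7.5 with MgCl2; compound: single concentration, 12.8 µM nominal, with 1% DMSO; incubation: 2 h enzyme incubation at 37 °C; signal: epi absorbance; measure: percent inhibition; benchmarks: high control without enzyme, low control DMSO plus TDP2; repeats: singlicate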
SIAE inh: blocks human sialic acid acetylesterase. Q9HAT2. SIAE FP-Rh probe binding, fluorescence polarization. inhibition, % at 9.66 µM. 370,000 compounds, 0.69% hits;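 active = inhibition above a cutoff: mean of compounds within the control limits plus 3 SD of those, cut at about 17% in these data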;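 also: 0% = plate median of compound wells and 100% = probe without SIAE protein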
MBD2 DNA inh: blocks human MBD2 binding to methylated DNA; AID 686964; inhibition, % at 4.4 µM; TR-FRET, MBD2 binding to methylated oligonucleotide; 370,000 compounds, 0.31% hits; in the data active = inhibition above about 13%
UHRF1 binding: UHRF1 methyl-DNA binding inhibition | AID 687016 | UHRF1 binding to methylated oligo, TR-FRET | Q96T88 | 370,000 compounds, 0.75% hits | inhibition, % at 4.4 µM; in the data active = inhibition above about 21%;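 also: UHRF1 SRA domain binding a hemimethylated CpG hairpin DNA probe; 0% = median of test compound wells and 100% = reference inhibitor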
TCR CD3 inh: blocks the human TCR-CD3 interaction; TAMRA-labeled TCR probe fluorescence, biochemical; AID 651800; inhibition, % at 9.4 µM; 360,000 compounds, 0.37% hits; in the data active = inhibition above about 19%;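 also: recombinant mutant TCR 2C K166C tagged with TAMRA read by polarization; 0% = receptor in buffer alone and 100% = receptor with positive control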
LEDGF integ inh: blocks HIV-1 LEDGF/p75-dependent DNA integration | 370,000 compounds, 0.64% hits | TR-FRET IN-LEDGF/p75 DNA integration, Eu/Cy5 | inhibition, % at 3.7 µM | AID 743269;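 active = inhibition above the screen-wide mean plus 3 SD, cut at about 13% in these data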;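 also: signal is the Cy5 over europium emission ratio at 671 and 618 nm; 0% = plate median of compound wells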
proKLK7 act: proKLK7 (human) activation, primary screen; purified proKLK7, EDANS-DABCYL substrate fluorescence; 100% is mature enzyme control, 0% vehicle; activation, % at 7 µM; 370,000 compounds, 0.9% hits;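 active = activation above the mean of all tested compounds plus 3 SD, computed per campaign excluding outliers beyond control limits, cut at about 13% in these data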
Target sequence (P49862 whole entry, looked up): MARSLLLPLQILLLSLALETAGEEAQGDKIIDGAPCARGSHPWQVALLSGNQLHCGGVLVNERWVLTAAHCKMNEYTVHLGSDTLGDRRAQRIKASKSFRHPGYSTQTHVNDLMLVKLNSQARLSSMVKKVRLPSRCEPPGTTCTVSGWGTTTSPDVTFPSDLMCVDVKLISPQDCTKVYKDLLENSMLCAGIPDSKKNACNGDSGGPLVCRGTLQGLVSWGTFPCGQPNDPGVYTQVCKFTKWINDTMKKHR
Tn7 DDE FP: DD(E)-Tn7 binding inhibition, primary FP screen; 370,000 compounds, 0.13% hits; inhibition, % at 8.3 µM; P02675; FP displacement of FITC-Tn7 peptide from fibrin DD(E); 0% = median of compound wells per plate;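 active = inhibition above the mean of compounds falling within the control limits plus 3 SD of them, cut at about 14% in these data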;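 also: 0% = plate median of compound wells and 100% = 10 µM Aha-Tn7 peptide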
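Measure: % inhibition scaled between sample-field median and high-control FP; Test system: human fibrin DD(E); Quantity: 2 µM final DD(E) protein; Doses: one dose, 8.3 µM nominal; Schedule: compound with protein 10 min, then 3 h after probe, room temperature; Detection: fluorescence polarization; Medium: Tris buffer with calcium and detergent, pH 7.8.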
* = called active by the depositor; . = not tested or not shown; & = joins results of further samples.

Keys: A = PRMT1 inh; B = Tn6 DDE FP; C = TDP2 absorb; D = SIAE inh; E = MBD2 DNA inh; F = UHRF1 binding; G = TCR CD3 inh; H = LEDGF integ inh; I = proKLK7 act; J = Tn7 DDE FP
CCNC(=S)N/N=C/c1cccc(OCc2c(F)cccc2Cl)c1
  A = 6	B = -4	C = -3	D = 4	E = 3	F = 2	G = -11	H = -6	I = -0.1	J = 0
C=CC[C@@H](Cc1ccc(F)cc1)C(=O)OC[C@H]1CCCN1C(=O)[C@H](CC=C)CC(=O)NCCO
  A = 8	B = -8	C = -13	D = -6	E = 7	F = 3	G = -2	H = 0	I = -0.9	J = -1
COc1ccc(C)cc1NC(=O)C1CCCN(S(=O)(=O)c2cccs2)C1 (stereo not given)
  A = -1	B = 4	C = 1	D = 5	E = 1	F = -1	G = -2	H = 3	I = -0.1	J = 2
CCOc1ccccc1NC(=O)c1cc(C(=O)c2cc(OC)ccc2O)coc1=N
  A = 0	B = 14	C = -13	D = -5	E = 1	F = 8	G = -5	H = 1	I = 0.6	J = 0
N#CC(=C1C=C(Br)C(=NO)C=C1Cl)c1cccc2ccccc12
  A = -7	B = 0	C = -4	D = 18*	E = 0	F = -1	G = 0	H = 6	I = -0.5	J = -1
O=C(COC(=O)c1cc(S(=O)(=O)N2CCCCC2)ccc1Cl)NCc1ccco1
  A = 3	B = -2	C = 8	D = -2	E = 4	F = 4	G = 1	H = -3	I = -0.1	J = 5
CCCCS(=O)(=O)N1CCCc2nc(-c3ccccc3)ccc21
  A = -2	B = 6	C = -4	D = 2	E = -3	F = -1	G = 3	H = -1	I = 0.5	J = -2
Oc1ccc(Cn2ccnc2)c2cccnc12
  A = -4	B = -3	C = -7	D = 6	E = -5	F = 0	G = 1	H = -4	I = 0.1	J = 0
Cc1ccc(CN2CC(C(=O)Nc3ccc(C)cn3)CC2=O)cc1 (stereo not given)
  A = -1	B = -1	C = 10	D = 4	E = 2	F = -3	G = 7	H = 0	I = -0.1	J = 2
COc1ccccc1OC(C)C(=O)Nc1ccc2c(c1)OCCO2 (stereo not given)
  A = 7	B = -4	C = -3	D = -1	E = 0	F = 4	G = -3	H = -6	I = 0.2	J = 1
CSc1ccc(S(=O)(=O)Nc2ccc(F)cc2)cc1
  A = 0	B = -5	C = 5	D = 3	E = -5	F = 2	G = -7	H = 3	I = 0.7	J = -4
CCc1cc(=O)oc2cc(C)c(CN3CCCC(C)C3)c(O)c12 (stereo not given)
  A = 8	B = 2	C = 0	D = 0	E = 12	F = 27*	G = 0	H = 19*	I = -0.4	J = 1
O=S(=O)(/N=C(/Nc1ccc(F)cc1F)c1ccc(Cl)cc1)c1ccccc1
  A = -2	B = 2	C = 0	D = -3	E = 0	F = 0	G = 5	H = 1	I = 0.1	J = -1
CCOc1ccc(S(=O)(=O)n2nc(C)c(S(=O)(=O)N3CCOCC3)c2C)cc1
  A = 2	B = 2	C = 7	D = 1	E = -4	F = 3	G = 5	H = 0	I = -0.1	J = 10
Cc1cc(C)cc(NC(=O)c2ccc([N+](=O)[O-])o2)c1
  A = 0	B = 0	C = 2	D = -2	E = -5	F = -2	G = 6	H = 3	I = -0.2	J = -5
O=C(NC1CCCCCC1)C1CCCN(c2ncccn2)C1 (stereo not given)
  A = -4	B = 2	C = 11	D = 2	E = -3	F = 0	G = 1	H = 0	I = 1.3	J = 7
CCOC(=O)N1CCN(C(=O)c2ccc(C)c(S(=O)(=O)Nc3cccc(C)c3C)c2)CC1
  A = -1	B = 5	C = 4	D = 7	E = 0	F = 2	G = -2	H = -2	I = 0.1	J = -3
Cc1ccccc1-c1nc(CS(=O)(=O)CC(=O)NCCCN2CCOCC2)c(C)o1
  A = -5	B = -7	C = -2	D = 4	E = -3	F = -3	G = 7	H = 0	I = 0.6	J = 4
O=C(O)CC(O)C(=O)O (stereo not given)
  A = 0	B = 4	C = 11	D = 14	E = 4	F = -2	G = 5	H = -2	I = -0.2	J = -1
O=C1N(c2ccccc2C(F)(F)F)O[C@]1(c1ccccc1)C1CCCC1
  A = 1	B = -1	C = 5	D = 5	E = -4	F = 1	G = 5	H = -3	I = -0.3	J = -2
COc1ccc(-c2nc3ccccc3nc2-c2ccccc2)cc1
  A = 0	B = 4	C = -9	D = -2	E = -1	F = -2	G = -2	H = -4	I = -5.1	J = 2
CCOC(=O)[C@]12CCCC=C1N(Cc1ccco1)C(=O)[C@H](CC(=O)NCc1cccs1)C2
  A = 6	B = -13	C = 2	D = 5	E = 10	F = -1	G = 4	H = -2	I = -0.6	J = -8
COc1cc(O)ccc1C(=O)CCc1ccc(O)cc1
  A = 3	B = -6	C = -7	D = -3	E = 6	F = 1	G = -7	H = -6	I = 0.0	J = -2
COC(=O)c1cccc(C23CC4(C2)[C@H](CN(Cc2ccc(-c5ccccc5)cc2)[C@@H]4c2ccccc2)C3c2ccc(C(F)(F)F)cc2)c1 (stereo not given in full)
  A = -5	B = 8	C = -13	D = -8	E = -7	F = -5	G = 4	H = -1	I = 0.8	J = -5
COc1cc(NC(=O)c2cnc(N)s2)cc(C(=O)Nc2cccc(C(F)(F)F)c2)c1
  A = -2&5	B = -18&-16	C = 1&5	D = -69&-38	E = 1&-2	F = -3&-3	G = 3&3	H = -7&8	I = 0.0&-0.1	J = 0&3
Cc1ccc(C(=O)CSc2nnc(CNc3ccc(F)cc3)o2)cc1
  A = 0	B = 1	C = -1	D = 9	E = 0	F = -3	G = 2	H = 1	I = 0.3	J = 0
Cc1cc2c(ncn2C(C)C)c(N)c1C
  A = -3	B = 5	C = -6	D = 2	E = 0	F = -1	G = 4	H = -1	I = -0.3	J = -1
CCOC(=O)c1sc(N)c(C(=O)OCC)c1C
  A = -6	B = -5	C = -18	D = 5	E = -7	F = 1	G = -1	H = 5	I = 0.8	J = 5
CC1CCN(CCCCOc2ccc(C(=O)c3ccccc3)cc2)CC1
  A = -1	B = 2	C = 6	D = 5	E = 5	F = -2	G = -10	H = 2	I = -0.8	J = 2
CC(=O)Nc1cc(C(=O)N2CCc3ccccc3C2)ccc1Sc1ccc(F)cc1
  A = -1	B = 3	C = -5	D = 1	E = 5	F = -1	G = 9	H = -1	I = 0.8	J = 8

Reformatted bar-delimited: entries from further up.
Molecule | PRMT1 inh | Tn6 DDE FP | TDP2 absorb | SIAE inh | MBD2 DNA inh | UHRF1 binding | TCR CD3 inh | LEDGF integ inh | proKLK7 act | Tn7 DDE FP
CCCCS(=O)(=O)N1CCCc2nc(-c3ccccc3)ccc21 | -2 | 6 | -4 | 2 | -3 | -1 | 3 | -1 | 0.5 | -2
Oc1ccc(Cn2ccnc2)c2cccnc12 | -4 | -3 | -7 | 6 | -5 | 0 | 1 | -4 | 0.1 | 0
Cc1ccc(CN2CC(C(=O)Nc3ccc(C)cn3)CC2=O)cc1 (stereo not given) | -1 | -1 | 10 | 4 | 2 | -3 | 7 | 0 | -0.1 | 2
COc1ccccc1OC(C)C(=O)Nc1ccc2c(c1)OCCO2 (stereo not given) | 7 | -4 | -3 | -1 | 0 | 4 | -3 | -6 | 0.2 | 1

New compounds follow.
Keys: A = PRMT1 inh; B = Tn6 DDE FP; C = TDP2 absorb; D = SIAE inh; E = MBD2 DNA inh; F = UHRF1 binding; G = TCR CD3 inh; H = LEDGF integ inh; I = proKLK7 act; J = Tn7 DDE FP
O=C(N=C1SC2CS(=O)(=O)CC2N1c1cc(Cl)ccc1Cl)C1CC1 (stereo not given)
  A = 0	B = 3	C = -13	D = -5	E = 1	F = -2	G = 6	H = 0	I = 0.2	J = -8
CC(=O)NCCC(=O)N1CCCC(C(=O)c2ccc3c4c(cccc24)CC3)C1 (stereo not given)
  A = 5	B = -3	C = -12	D = 1	E = -6	F = -3	G = -2	H = 1	I = 7.5	J = 2
O=C(Cn1c(O)c(N=NC(=O)c2ccncc2)c2ccccc21)Nc1ccccc1
  A = -4	B = 8	C = -12	D = 4	E = 5	F = 14	G = 5	H = 0	I = -0.2	J = 6
CCN1C(=O)[C@H]2[C@@H](c3ccc(-c4ccc(OC)cc4)c(OC)c3)N[C@@](CC(C)C)(C(=O)OC)[C@H]2C1=O
  A = -3	B = -1	C = 3	D = -4	E = 3	F = -1	G = 2	H = -1	I = -3.2	J = -1
Cc1ccc(C(=O)Nc2ccc(Oc3cccc(C(F)(F)F)c3)nc2)cc1
  A = 3	B = -1	C = 14	D = -2	E = -1	F = 0	G = 5	H = 1	I = -0.1	J = 6
CCn1c(SCC(=O)Nc2ccc(C(N)=O)cc2)nc2sc(C)c(C)c2c1=O
  A = 2	B = -3	C = 0	D = -7	E = -4	F = 1	G = .	H = 1	I = 0.3	J = -4
CS(=O)(=O)c1cnc2c(S(=O)(=O)c3ccccc3)cnn2c1N
  A = 1	B = 6	C = -1	D = -4	E = 1	F = 2	G = 5	H = 0	I = -0.3	J = 3
COc1ccc(C(=O)NCCc2nnc(SCC(=O)Nc3ccccc3F)n2C)cc1
  A = 5	B = 8	C = -17	D = -2	E = 1	F = 2	G = -2	H = 0	I = -0.1	J = 3
COC(=O)C1=C(C)NC(=O)/C1=C\c1cc(C)n(-c2cc(C)cc(C)c2)c1C
  A = 7	B = 5	C = -2	D = 3	E = -2	F = -5	G = -6	H = 4	I = 1.4	J = -1
C=CCn1c(=S)[nH]c2sccc2c1=O
  A = 3	B = 5	C = 60*	D = -1	E = -3	F = 0	G = 9	H = -1	I = 0.8	J = 1
O=C(O)CN1C(=O)/C(=C/c2ccccc2Cl)Oc2ccccc21
  A = 2	B = 0	C = 3	D = -14	E = 4	F = 3	G = -8	H = 3	I = 9.3	J = -5
O=C(Nc1c2c(nn1-c1cccc(Cl)c1)CS(=O)C2)c1ccc2c(c1)OCO2 (stereo not given)
  A = 0	B = 0	C = 3	D = -1	E = 3	F = 2	G = -1	H = -4	I = 0.3	J = 2
Cc1cc(-c2ccccc2)n2ncc(-c3ccccc3)c2n1
  A = 1	B = -3	C = 1	D = 0	E = 2	F = 4	G = 4	H = 1	I = -0.9	J = -2
O=C(COC(=O)C12CC3CC(CC(Br)(C3)C1)C2)NNC(=O)c1ccccc1
  A = 0	B = 4	C = 3	D = 4	E = -6	F = -1	G = 1	H = -1	I = 0.1	J = 3
C/C(=N/NC(=O)c1ccc2c(c1)OCO2)c1ccc(NC(=O)c2ccc(F)cc2)cc1
  A = 0	B = 0	C = -6	D = -6	E = -2	F = 1	G = -5	H = 5	I = -0.2	J = 6
COc1ccc(N2CC(NS(=O)(=O)c3ccc(F)cc3)CC2=O)cc1 (stereo not given)
  A = 0	B = 3	C = 2	D = -3	E = 1	F = 0	G = -1	H = 3	I = -1.1	J = 2
O=C(NCCC(=O)N1CCN(c2ccccc2O)CC1)c1ccc(Cl)cc1
  A = -5	B = 1	C = -17	D = -4	E = 2	F = -3	G = -5	H = 1	I = -0.2	J = -3
CCOC(=O)c1c(NC(=O)/C=C/c2ccco2)sc(C)c1C
  A = 0	B = 2	C = -1	D = 5	E = -5	F = 0	G = -4	H = 5	I = 0.2	J = -9
O=C(Nc1cccn(Cc2cccc(F)c2)c1=O)NC1CCCCC1
  A = -2	B = -1	C = 6	D = 2	E = -2	F = -3	G = -1	H = 1	I = 0.3	J = -3
